Screens from PubChem BioAssay.
DAGLB inh = blocks human DAGLB lipase activity; inhibition, % at 5.17 µM; HEK293T DAGLB membrane lysate, EnzChek fluorogenic substrate; 0.059% of 340,000 active; AID 504411; in the data active means inhibition above about 34%;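 further: 0% = enzyme with vehicle and 100% = wells lacking enzyme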
Target sequence (Q8NCG7 whole entry, looked up): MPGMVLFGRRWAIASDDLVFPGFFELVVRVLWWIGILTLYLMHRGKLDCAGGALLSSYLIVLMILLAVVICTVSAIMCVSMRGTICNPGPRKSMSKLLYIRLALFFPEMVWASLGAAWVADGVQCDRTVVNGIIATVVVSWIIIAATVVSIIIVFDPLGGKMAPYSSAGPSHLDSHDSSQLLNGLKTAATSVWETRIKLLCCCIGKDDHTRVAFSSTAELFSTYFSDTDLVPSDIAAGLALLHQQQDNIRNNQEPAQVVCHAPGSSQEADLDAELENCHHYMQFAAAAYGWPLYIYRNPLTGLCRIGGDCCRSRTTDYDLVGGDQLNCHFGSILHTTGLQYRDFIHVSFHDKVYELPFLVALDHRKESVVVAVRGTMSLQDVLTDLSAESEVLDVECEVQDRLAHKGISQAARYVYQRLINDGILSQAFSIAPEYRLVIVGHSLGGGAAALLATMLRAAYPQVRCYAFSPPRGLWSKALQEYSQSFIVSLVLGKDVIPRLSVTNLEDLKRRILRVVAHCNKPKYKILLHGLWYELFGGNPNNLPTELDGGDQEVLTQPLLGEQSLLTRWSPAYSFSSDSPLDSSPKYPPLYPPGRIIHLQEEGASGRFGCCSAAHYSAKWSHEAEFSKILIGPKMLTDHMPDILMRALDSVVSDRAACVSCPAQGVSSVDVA
CAL PDZ FP-1 = inhibitors of human CAL PDZ peptide binding. 0.92% of 300,000 active. inhibition, % at 24.9 µM. AID 602252. Q9HD26. purified CAL PDZ, TMR-peptide fluorescence polarization, 1 h;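 active means mean inhibition of at least 30% with at least half of replicates also reaching 30%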;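 further: 0% = DMSO neutral control and 100% = excess unlabeled competitor peptide PRC23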
CAL PDZ FP-2 = inhibitors of human CAL PDZ peptide binding; 0.02% of 330,000 active; purified CAL PDZ, TMR-peptide fluorescence polarization, 1 h; inhibition, % at 20 µM; AID 504414; Q9HD26;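 active means highest replicate inhibition of at least 40%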;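 further: plate controls were DMSO neutral control wells for no effect and unlabeled competitor peptide control wells for full effect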
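Test system: tagged CAL PDZ domain / Buffer or medium: sodium phosphate/NaCl buffer pH 7.4 with TCEP, IgG, Thesit / Reagent: TMR-labelled reporter peptide T*-PRC34 bound in PDZ groove / Compound dosing: single point, 20 µM / Schedule: 1 h incubation at room temperature before polarization reading / Technique: fluorescence polarization (mP) / Benchmarks: unlabelled peptide, DMSO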
PKA-R2B act = activates the human PKA-R2B holoenzyme complex | activation, % at 11.4 µM | P22694+P31323 | PKA-R2B holoenzyme dissociation, Cy5-IP20 fluorescence polarization; R2B truncated from residue 108, S112A mutant; 0% DMSO only, 100% 113 µM cGMP | AID 504700 | 0.079% of 340,000 active;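 active means activation above a cutoff set at the mean over all compounds plus 3 SD, cut at about 18% in these data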;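 further: higher means more holoenzyme dissociation and a rise in polarization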
C-LANA FP = KSHV C-LANA DNA binding inhibition; inhibition, % at 9 µM; 0.078% of 340,000 active; AID 504423; MBP-C-LANA/FAM-LBS DNA binding, fluorescence polarization;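 active means highest replicate inhibition at or above 60% at 9 µM, even if other replicates fall short; inactive means all replicates below 60% inhibition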;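 further: 0% = neutral control wells and 100% = 4 µM acridine orange control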
Keap1-Nrf2 PPI = disrupts human Keap1 binding to Nrf2 peptide; AID 504523; Q14145; Keap1 Kelch-Nrf2 peptide fluorescence polarization, 1536-well; 0.15% of 340,000 active; inhibition, % at 9.4 µM; in the data active means inhibition above about 12%;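 further: human Keap1 Kelch domain with fluorescein labeled Nrf2 9mer peptide probe; 0% = neutral control wells and 100% = peptide positive control; higher means more block of Keap1 binding to Nrf2 peptide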
RTF Ca sens inh = cardiac RTF calcium desensitization | inhibition, % at 7.15 µM | IANBD-labeled cardiac RTF, Ca2+ fluorescence | AID 493244 | 0.12% of 340,000 active | P19429+P45379;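 active means inhibition above the mean inhibition of all tested compounds plus 3 SD, cut at about 17% in these data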;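 further: assay run at fixed EC70 calcium of 1.6 mM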
RTF Ca sens act = cardiac RTF calcium sensitization; P19429+P45379; IANBD-labeled TnC RTF fluorescence at EC20 calcium; 0% EC20 calcium, 100% full calcium; activation, % at 7.2 µM; 0.24% of 340,000 active; AID 493008;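 active means activation above the mean over all tested compounds plus 3 SD, cut at about 30% in these data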;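 further: rise in fluorescence read as greater calcium sensitivity of cardiac thin filaments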
Rtt109 Vps75 = C. albicans Rtt109 histone acetyltransferase inhibition; purified Rtt109/Vps75, ThioGlo CoA-SH fluorescence, 4 h; inhibition, % at 34.9 µM; 0.16% of 330,000 active; Q5AAJ8;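 active means inhibition of at least 50% in every replicate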
Target sequence (Q5AAJ8 whole entry, looked up): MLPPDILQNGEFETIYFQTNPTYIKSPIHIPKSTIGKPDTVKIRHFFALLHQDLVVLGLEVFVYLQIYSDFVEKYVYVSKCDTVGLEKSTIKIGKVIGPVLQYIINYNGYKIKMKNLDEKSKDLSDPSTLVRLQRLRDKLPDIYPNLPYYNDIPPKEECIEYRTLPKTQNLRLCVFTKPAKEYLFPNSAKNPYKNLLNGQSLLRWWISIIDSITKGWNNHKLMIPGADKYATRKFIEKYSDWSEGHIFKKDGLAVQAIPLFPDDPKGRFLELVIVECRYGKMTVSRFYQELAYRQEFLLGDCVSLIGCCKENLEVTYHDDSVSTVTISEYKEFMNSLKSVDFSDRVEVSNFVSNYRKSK
SR-BI DiI-HDL act = enhances SR-BI lipid uptake from DiI-HDL; 0.096% of 320,000 active; AID 504775; activation, % at 12.5 µM; CHO ldlA[mSR-BI] cells, DiI-HDL uptake fluorescence, 3 h; 100 = double the neutral-control signal;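 active means mean replicate activation of at least 60% and every replicate at or above 60%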;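 further: 0% = median plate neutral-control signal and 100% = twice that signal; values of inactives mirror those of a sister screen read the other way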
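Material: SR-BI-overexpressing, LDLR-lacking CHO cells | Dosing: Single compound concentration, delivered by pin transfer | Probe or stimulus: Labelled HDL, 10 µg/mL | Signal: Bottom-read cell fluorescence after medium removal, ex 550/em 595 nm | Schedule: 3 h, 37 °C | Evaluation: HDL uptake via cellular fluorescence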
The depositor's hits bear a star; / = not tested or not shown; & = joins results of further samples; ! = not confirmed by another sample.

Below each compound: DAGLB inh	CAL PDZ FP-1	CAL PDZ FP-2	PKA-R2B act	C-LANA FP	Keap1-Nrf2 PPI	RTF Ca sens inh	RTF Ca sens act	Rtt109 Vps75	SR-BI DiI-HDL act
1	COC(=O)C1=C(c2ccccc2OCc2ccccc2)C[C@@H]2CC[C@H]1N2C(=O)NCCCOC(C)C
  -4	-6	-1.9	-15	-1.4	-2	-4	14	9	8
2	O=C1C(Cc2cnc[nH]2)NC(=S)N1c1ccccc1 (stereo not drawn)
  -2	-3	-0.7	2	-0.1	-2	-2	-1	9	0
3	CCOc1ccccc1CNCCc1ccc2c(c1)OCO2
  -2	-1	/	-7	-0.6	-4	-14	-4	4	14
4	C[C@]12CCC(=O)C=C1C=CC1C2CC[C@]2(C)C(=O)CCC12 (stereo partly drawn)
  -1	-1	-1.1	-11	-1.2	0	3	-3	6	8
5	CCN(CC)c1ccc(/C=C2\C(=O)NC(=S)N(c3ccc(OC)cc3OC)C2=O)o1
  -3	-4	-0.3	1	-32	-21	-101	76*	19	13
6	CCOC(=O)c1c(NC(=O)c2c(N)n(CCCOC)c3nc4ccccc4nc23)sc2c1CCCC2
  2	-2	-0.9	-1	1.2	2	-3	4	2	3
7	CSc1ncc(CN2CCCC(C(=O)c3sccc3C)C2)cn1 (stereo not drawn)
  -3	2	-1.7	-6	-1.2	5	-1	-3	-1	8
8	CCCn1c(C)c(C(=O)c2cccc3ccccc23)c2ccccc21
  -5	2	1.0	1	3.2	-4	6	1	11	-82
9	CCOC(=O)[C@]12Cc3cc4c(cc3[C@H]1N(Cc1ccccc1)C(=O)c1ccccc12)OCO4
  -5	-2	-2.0	4	-0.1	2	-1	-5	4	2
10	CN1CCCC(C(O)(c2ccccc2)c2ccccc2)C1 (stereo not drawn)
  -1	-1	-0.5	3	-0.1	-1	-1	5	/	26
11	COC(=O)[C@@H]1C[C@@]1(C)[C@@H](NP(=O)(c1ccccc1)c1ccccc1)c1ccccc1
  1	-1	-0.2	5	-3.2	-1	-1	0	-7	24
12	COc1cccc(-n2c(-c3ccoc3)nc3ccccc3c2=O)c1
  -1	-1	-1.4	-13	2.4	3	-2	5	4	-3
13	NC1C2CN3CCN(C2)CC1(c1ccccc1)C3 (stereo not drawn)
  0	11	-0.7	-5	-0.1	-6	-8	2	-1	-1
14	Cc1oc(C(=O)Nc2ccc(O)cc2)cc1COc1ccccc1
  -1	-9	-3.8	4	-0.5	-3	-6	8	6	-29
15	Cc1c(NS(=O)(=O)c2ccccc2)ccc([N+](=O)[O-])c1Cl
  7	/	-2.3	0	-0.1	1	1	-2	3	17
16	BrCCc1ccccc1
  -2	-3	0.8	-2	-0.8	-5	-7	-6	21	1
17	COc1ccc(NP(=O)(Oc2ccc(Cl)cc2)Oc2ccc(Cl)cc2)cc1OC
  6	-3	1.1	-3	-1.9	-1	-2	-1	5	-22
18	C=CCSc1nc2c(c(-c3ccsc3)c1C#N)CN(C)CC2
  3	/	-0.7	10	-4.9	6	-2	6	-21	5
19	NC(=O)c1ccc(N)nc1
  2	-6	0.2	5	-0.7	-5	-9	6	-6	14
20	c1ccc(C2CC3CC(c4ccco4)N2O3)cc1 (stereo not drawn)
  -2	-2	-0.7	-13	4.7	-7	-3	2	-6	-5
21	Cc1ccc(N=Cc2c(O)n(C)c(=O)n(C)c2=O)cc1
  -1	-5	-0.1	-8	-0.3	2	-3	2	-13	-5
22	COC(=O)N(c1ccccc1)P1(=S)OCCO1
  -1	11	-0.5	-3	1.5	6	-7	-4	-16	6
23	C=C(C)Cn1c(=O)n(CC2CS2)c2ccccc21 (stereo not drawn)
  -1	-6	-1.0	4	-1.0	2	11	0	2	4
24	COc1ccccc1OP(=O)(Nc1ccc(Br)cc1)Oc1ccccc1OC
  -1	-1	-0.1	-3	-1.1	-5	3	-2	-1	-8
25	O=[N+]([O-])c1ccc(N2CCCCCC2)c2nonc12
  -60	-4	2.7	5	49	-42	-456	316*	-12	23
26	CN(C)C(=O)Oc1ccc(-c2cn3cc(Cl)ccc3n2)cc1
  0	2	-2.5	-7	3.5	-1	-22	-5	/	-4
27	COC(=O)C1=C(c2ccc(F)cc2OCc2ccccc2)C[C@@H]2CC[C@H]1N2C(=O)NCc1ccc(N(C)C)cc1
  -11	-1	-0.2	-2	1.2	-5	-7	0	-2	-21
28	COC(=O)C1=C(c2ccc(F)cc2OCc2ccccc2)C[C@@H]2CC[C@H]1N2C(=O)N1CCCCC1
  -5	1	-0.7	2	-0.1	0	3	4	4	-1
29	Cc1ccccc1C(=O)NC(Oc1ccccc1)C(Cl)(Cl)Cl (stereo not drawn)
  -7	2	-0.3	6	-0.7	0	13	0	-3	0
30	O=C(c1cccnc1)c1cc2ccccc2[nH]1
  -3	-2	-2.9	-3	-1.5	-5	1	10	-1	2
31	CCOC(=O)[C@]12Cc3c(cc(OC)c(OC)c3OC)[C@H]1N(Cc1ccccc1)C(=O)c1ccccc12
  -7	-1	-1.5	-11	-0.2	-3	-4	4	18	17
32	COC(=O)C1=C(c2ccccc2OCc2ccccc2)C[C@@H]2CC[C@H]1N2C(=O)NCCc1ccc(F)cc1
  -14	3	-1.1	-2	-0.5	-2	-9	-5	1	-33
33	CCOC(=O)c1c(C)n(Cc2ccccc2)c2ccc(O)cc12
  -7	-2	0.2	2	2.7	0	0	-1	-4	-24
34	CN1C(=O)NC(=O)C2(CCCC2)C1=O
  0	/	0.2	-4	-2.8	-1	-4	-2	0	2
35	CC(=NCC1CCCO1)c1c(O)n(-c2ccccc2)c(=O)[nH]c1=O (stereo not drawn)
  0	-1	-0.5	-2	-2.6	-3	-3	7	-7	16
36	C=CCC1(CN2CCCCCC2=O)C(=O)NC(=O)NC1=O
  -1	4	-1.3	-4	-0.5	0	3	2	4	14
37	CCOc1ccc(-n2c(O)c(C=Nc3ccc(N(CC)CC)cc3)c(=O)[nH]c2=O)cc1
  2	-9	-3.2	-18	4.6	-5	-3	15	/	-15
38	CCCCC12CNCC(C)(CNC1)C2=O
  3	-4	0.9	-6	-0.6	-4	-2	-7	36	11
39	CCN(CC)S(=O)(=O)c1ccc(C(=O)NC2CN3CCC2CC3)cc1 (stereo not drawn)
  -1	-2	0.6	-4	0.5	0	0	-2	7	8
40	Nc1nnc(P(c2ccccc2)c2ccccc2)s1
  -5	-2	0.2	-3	0.2	-4	-6	3	-7	6
41	COCCNC(=O)CN1C(=O)CN=C(c2ccccc2)c2ccccc21
  0	-2	0.6	-6	3.1	0	-15	6	-21	12
42	O=C1NC(=O)C(=Cc2ccc(Oc3ccc([N+](=O)[O-])cc3)cc2)C(=O)N1
  3	3	-0.4	-2	-0.5	-8	4	1	4	16
43	COc1ccc(CCNC2CCCCCC2)cc1
  0	-1	0.8	-3	-3.8	-5	-8	4	-1	-9
44	COC(=O)C1=C(c2ccc(OC(F)(F)F)cc2)C[C@@H]2CC[C@H]1N2C(=O)NCCc1ccccc1
  -1	-2	-1.7	-17	0.8	1	6	-3	1	-5
45	COC(=O)C1=C(c2ccccc2)C[C@@H]2CC[C@H]1N2C
  1	5	0.3	6	3.8	-2	-5	-1	0	15
46	OC1/C(=C/c2ccc(F)cc2)N2CCC1CC2 (stereo not drawn)
  -2	-2	-1.9	-10	0.8	0	-13	-4	8	17
47	CN1C(C(=O)N2CCC3(CC2)OCCO3)=CC(c2ccc(F)cc2)=NS1(=O)=O
  1	-1	-0.2	-6	-0.6	0	6	0	-2	7
48	OCc1cnc[nH]1
  1	-1	-0.4	-8	1.9	-4	4	1	3	7
49	O=C(C[N+]12CCC(CC1)C(C(O)(c1ccccc1)c1ccccc1)C2)c1ccc(Br)cc1 (stereo not drawn)
  4	/	-2.0	-13	0.5	0	-2	-1	1	-17
50	CCN(CC)C(=O)c1ccc(NC(=O)c2ccc(-n3cncn3)c([N+](=O)[O-])c2)cc1
  0	-4	-2.0	-3	-0.8	-2	0	13	-1	-4
51	Cc1ccc(CN2CCN(C)CC2)c(C)c1
  2	1	-0.4	-6	1.1	-8	-3	4	-2	25
52	CN(C)c1ccc(/C=C/c2cc[n+](C)c3ccccc23)cc1
  12&18	15&2	-0.1&0.2	1&8	-17&-19	-3&-4	-7&9	17&-10	181*!	14&-32
53	FC(F)(F)c1cccc(-n2nnnc2C2(N3CCOCC3)CCCCC2)c1
  -4	/	-0.9	-3	-3.2	0	-9	-6	2	2
54	O=S(=O)(NC1CCCC1)OCC(Cl)(Cl)Cl
  -1	-3	0.8	-7	0.4	1	-3	3	-4	5
55	COc1ccc(C(=O)N2CCOCC2)cc1S(=O)(=O)N1CCC(C)CC1
  1	-2	-1.2	-4	-0.5	4	-3	12	-7	-23
56	CN1CCN(c2ccc3c(c2)S(=O)(=O)c2ccccc2C3=O)CC1
  1	-2	-0.2	3	8.2	1	-6	16	-39	8
57	Cc1cccnc1-n1c(C)nc2ccccc2c1=O
  1	-8	0.0	0	-1.7	0	-16	-1	6	29
58	CCCCCCC(=O)N/N=C/c1c(O)n(C(C)CC)c(=S)[nH]c1=O (stereo not drawn)
  5	9	-0.6	-8	0.9	-1	-14	4	-29	0
59	C/C(=N\N1CCCCCC1)c1c(O)n(C2CCCCC2)c(=O)[nH]c1=O
  5	-13	-1.0	3	-1.4	-6	4	4	10	-9
60	COP(=S)(OC)Oc1ccc(SC)c(C)c1
  -4	0	-0.4	1	-0.4	-4	1	5	-5	-14
61	Nc1ccc(C2(c3ccc(N)cc3)CN3CCC2CC3)cc1
  -1	-1	-0.4	2	-13	-5	10	2	17	/
62	CCOC(=O)C1(CCc2ccccc2)CCN(Cc2cccc3c2OCO3)CC1
  -7	2	-0.7	-23	0.0	0	3	0	10	-14
63	O=c1[nH]c(=S)[nH]c(O)c1N=Nc1ccc(OC(F)F)cc1
  1	/	-0.5	-10	-0.2	-2	-6	0	21	13

Limited to RTF Ca sens act (3 entries from above):
No.	SMILES	RTF Ca sens act
46	OC1/C(=C/c2ccc(F)cc2)N2CCC1CC2 (stereo not drawn)	-4
31	CCOC(=O)[C@]12Cc3c(cc(OC)c(OC)c3OC)[C@H]1N(Cc1ccccc1)C(=O)c1ccccc12	4
43	COc1ccc(CCNC2CCCCCC2)cc1	4

These rows are one share of the data, so the mix of outcomes need not match the whole.
